Screening results as filed in PubChem.
Peg3 prom inh: inhibitors of Peg3 promoter | HeLa PEG-Prom luciferase reporter, luminescence, overnight | inhibition, % at 20 µM | actives 1.7% (n = 360,000);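 active means inhibition of at least 50% at 20 µM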
TROY signal inh: TROY signaling inhibition. Q293 LMP1-TROYcd NF-kB luciferase reporter, 4 h. inhibition, % at 10 µM. actives 0.98% (n = 360,000);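 active means compounds whose plate-normalised and pattern-corrected inhibition of the luciferase reporter signal at the single screening dose is 50% or more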
MITF TRPM1 inh: reduces MITF-dependent TRPM1 promoter luciferase signal | inhibition, % at 12.5 µM | AID 488899 | actives 0.83% (n = 330,000) | SK-MEL-5 TRPM1 promoter luciferase, 24 h;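 active means mean inhibition across replicates of 60% or more, whatever share of single replicates reaches that level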; further: values of inactives mirror those of a sister screen read the other way
CF NFkB block: inhibitors of cystic fibrosis induced NF-kB; KKLEB NF-kB-GFP reporter, PAF-induced, GFP fluorescence overnight; inhibition, % at 5 µM; actives 0.86% (n = 360,000); AID 588850;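 active means at least 50% inhibition at 5 µM, scaled per plate between neutral and stimulator controls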;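 further: PAF is a Pseudomonas aeruginosa culture filtrate used as stimulus; plate controls were PAF-stimulated DMSO wells for no effect and unstimulated DMSO wells for full effect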
HIF-2a inh: blocks HIF-2a reporter activity | 786-0 RCC cells HIF-2a reporter, luciferase luminescence, overnight | actives 0.72% (n = 360,000) | inhibition, % at 18.8 µM;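 active means inhibition of the luminescence signal of 40% or more relative to plate controls, in a single-dose primary screen at 18.75 µM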
KKLEB cytotox: CF airway cell cytotoxicity counter-screen; actives 0.36% (n = 360,000); AID 602141; activity change (cytotoxicity), % at 5 µM; KKLEB CF airway cells viability, ATPlite luminescence, overnight; stronger effect = lower value; cells stimulated with P. aeruginosa culture filtrate;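 active means corrected activity change at or below -50% at 5 µM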
C8 TRAIL sens: caspase-8 TRAIL sensitization. inhibition (viability loss, TRAIL sensitization), % at 10 µM. actives 1% (n = 360,000). AID 624354. NB7+C8 cells + TRAIL, ATPlite viability luminescence;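 active means compounds causing at least 50% loss of cell viability in the single-dose screen, relative to plate controls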
NR2E3 ag-1: agonists of human NR2E3 nuclear receptor; CHO-S Gal4-NCOR/VP16-NR2E3 two-hybrid, luciferase; inhibition of corepressor binding, % at 3.98 µM; actives 0.35% (n = 360,000); AID 602229;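 active means inhibition above the mean of all tested compounds plus 3 SD, cut at about 70% in these data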;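 further: 0% = DMSO with NR2E3 transfected cells and 100% = cells lacking NR2E3 construct; higher means lower luciferase signal from less NR2E3 corepressor binding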
Target sequence (Q9Y5X4 whole entry, looked up, the tested form may be a part): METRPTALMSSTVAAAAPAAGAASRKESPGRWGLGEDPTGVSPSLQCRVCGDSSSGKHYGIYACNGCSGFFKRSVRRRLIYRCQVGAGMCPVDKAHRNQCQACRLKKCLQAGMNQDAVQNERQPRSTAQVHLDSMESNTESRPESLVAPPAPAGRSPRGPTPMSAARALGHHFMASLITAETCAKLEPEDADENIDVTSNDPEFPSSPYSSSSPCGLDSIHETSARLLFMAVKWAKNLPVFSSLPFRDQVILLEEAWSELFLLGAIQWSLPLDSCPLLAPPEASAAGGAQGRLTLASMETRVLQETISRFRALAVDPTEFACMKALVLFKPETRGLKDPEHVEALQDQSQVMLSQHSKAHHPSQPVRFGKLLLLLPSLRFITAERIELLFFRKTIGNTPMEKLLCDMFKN
Shn3 3UTR inh: reduces Shn3 3'UTR luciferase signal in osteoblasts; Clone20 osteoblast Shn3 3'UTR firefly luciferase, 24 h; inhibition, % at 12.5 µM; actives 0.52% (n = 360,000); AID 588674;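 active means mean inhibition of at least 75% with every replicate also reaching 75%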;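 further: 0% = median of neutral control wells and 100% = pilot-screen positive control compound; some compounds past the cut are filed as inactive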
NR2E3 ag-2: agonists of human nuclear receptor NR2E3; GST-NR2E3/biotin-RetCOR TR-FRET, 1536-well; inhibition of corepressor binding, % at 4.78 µM; actives 0.12% (n = 320,000); AID 2300;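 active means percent inhibition above the cutoff of mean plus 3 SD of all tested compounds, set per screening campaign, cut at about 20% in these data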;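 further: 0% = DMSO wells and 100% = biotin wells as full block of FRET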
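System: GST-tagged NR2E3 plus biotinylated RetCOR corepressor; Buffer or medium: pH 7.5 Tris-based buffer; Probe or stimulus: RetCOR corepressor, biotinylated, 7 nM; Doses: compound at 4.8 µM, single dose; Schedule: 5 h incubation at 4 °C; Technique: time-resolved FRET; Evaluation: percent inhibition of TR-FRET ratio; Replication: one well per compound, singlicate testing.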
TWEAK-Fn14 inh: TWEAK-Fn14 signaling inhibition | TWEAK-stimulated Fn14 reporter cells, luciferase luminescence, 8 h | AID 1159606 | inhibition, % at 10 µM | actives 2% (n = 360,000); in the data active means inhibition above about 50%
Numbers without * were called inactive; · = no result given.

Start of the listing, in advance, two compounds:
entry	molecule	Peg3 prom inh	TROY signal inh	MITF TRPM1 inh	CF NFkB block	HIF-2a inh	KKLEB cytotox
1	CCOC(=O)C1=C(C)OC(=Cc2ccc(OC)cc2)C1=O	-21	-45	·	-2	-2	-6
2	Cc1onc(-c2ccccc2)c1-c1csc(N/N=C/c2ccccc2Cl)n1	16	-17	-2	-1	8	-8

entry	C8 TRAIL sens	NR2E3 ag-1	Shn3 3UTR inh	NR2E3 ag-2	TWEAK-Fn14 inh
1	70*	-50	-29	·	7
2	-4	-36	4	0	-24

Main list, previewed entries included:
entry	molecule	Peg3 prom inh	TROY signal inh	MITF TRPM1 inh	CF NFkB block	HIF-2a inh	KKLEB cytotox
1	CCOC(=O)C1=C(C)OC(=Cc2ccc(OC)cc2)C1=O	-21	-45	·	-2	-2	-6
2	Cc1onc(-c2ccccc2)c1-c1csc(N/N=C/c2ccccc2Cl)n1	16	-17	-2	-1	8	-8
3	COC(=O)c1c(NC(=O)C(=O)N2CCOCC2)sc2c1CCC2	-2	5	4	-4	-5	14
4	Cc1ccc(C)c(Nc2ncnc3nc[nH]c23)c1	-2	2	-4	3	-9	-9
5	COc1cc(C=O)ccc1OCCOCCOc1ccccc1Cl	-6	-24	-5	1	-6	0
6	Cc1cc(C)n2nc(-c3ccc(Br)cc3)cc2n1	-291	-26	-28	-7	-211	-5
7	O=C1CSC(c2ccccc2)N1c1ccc(F)cc1F (stereo unspecified)	17	11	-8	4	16	-1
8	CC1CC(C)CN(C(=O)C2CCN(S(=O)(=O)c3ccc4c(c3)CC(C)N4C(=O)C3CC3)CC2)C1 (stereo unspecified)	6	4	19	6	21	-2
9	COc1cc(-c2coc3c(C(=O)NC4CCCCC4)cccc23)ccc1O	-4	22	·	-19	-58	-23
10	O=S(=O)(NC1=NCCCCC1)c1ccc(F)cc1F	-3	-3	5	-3	3	11
11	Cc1nc2ccc(C(=O)N3CCN(c4ccccn4)CC3)cc2s1	-13	-32	5	3	-7	-2
12	O=C(OCC(=O)N(C1CCCCC1)C1CCCCC1)c1ccc(O)cc1	4	-16	2	17	19	-14

entry	C8 TRAIL sens	NR2E3 ag-1	Shn3 3UTR inh	NR2E3 ag-2	TWEAK-Fn14 inh
1	70*	-50	-29	·	7
2	-4	-36	4	0	-24
3	1	-4	10	2	-15
4	-21	30	2	2	-8
5	-9	2	-33	1	-8
6	8	-114	-102	1	-15
7	4	-2	-7	0	13
8	7	-36	8	0	-22
9	11	12	8	·	24
10	-18	9	-20	·	1
11	-17	-73	2	-1	-1
12	1	-16	13	2	24

Copied from the list.
Under TROY signal inh, compound 9 is listed with 22
Under MITF TRPM1 inh, compound 2 is listed with -2

Continued:
entry	molecule	Peg3 prom inh	TROY signal inh	MITF TRPM1 inh	CF NFkB block	HIF-2a inh	KKLEB cytotox
13	Cc1ccc(-c2nc3ccc(C)cn3c2Cc2cccc(F)c2)cc1	·	-2	·	·	-180	·
14	Cc1cc(C)c2oc(-c3cccc(NC(=O)c4ccc(F)cc4)c3)nc2c1	20	9	4	-3	9	0
15	COC(=O)C(NC(=O)c1ccccc1)c1ccccc1 (stereo unspecified)	2	-12	-2	0	2	-4
16	CSc1ccc(CCNC(=O)CCc2nnc3ccc(N4CCCCC4)nn23)cc1	12	-4	6	9	3	4
17	O=C(CN1CCN(c2nc(-c3ccccc3)cs2)CC1)NNC(=O)c1ccc(Br)cc1	12	3	3	-2	7	-10
18	Cc1ccc(OCCn2cc(/C(N)=N/O)c3ccccc32)cc1C	-80	-30	-9	21	-20	-9
19	CC(C)(C)c1ccc(NC(=O)c2c(F)cccc2Cl)cc1	-26	33	-12	3	-74	3
20	COC(=O)c1ccc(N2CCN(S(=O)(=O)c3ccc4ccccc4c3)CC2)c([N+](=O)[O-])c1	9	3	-3	-10	6	4
21	Cc1cc(N2CCC(C)CC2)n2nc(C)c(-c3ccccc3)c2n1	-20	-12	-2	-10	-92	-8
22	O=C(Nc1ccc2c(c1)OCCO2)C(c1ccnc2ccccc12)N1CCN(c2ccc(C(F)(F)F)cn2)CC1 (stereo unspecified)	26	69*	·	-8	33	16
23	CN1CCN(c2ccccc2NC(=O)c2cccc([N+](=O)[O-])c2)CC1	5	0	16	7	-1	2
24	CCC(C)n1cnc2c(c1=O)c1nc3ccccc3nc1n2Cc1ccc(OC)cc1 (stereo unspecified)	21	-9	-11	10	11	-8

entry	C8 TRAIL sens	NR2E3 ag-1	Shn3 3UTR inh	NR2E3 ag-2	TWEAK-Fn14 inh
13	25	-126	·	·	21
14	33	3	-6	-2	-28
15	-9	-11	4	-1	-12
16	5	-19	8	-1	2
17	1	-9	56	1	15
18	-5	13	-18	-2	12
19	-9	-7	8	1	-6
20	8	14	77	1	3
21	17	1	-24	1	-10
22	10	58	22	·	89*
23	1	28	-8	-1	10
24	1	-16	15	0	13

The results go on.
entry	molecule	Peg3 prom inh	TROY signal inh	MITF TRPM1 inh	CF NFkB block	HIF-2a inh	KKLEB cytotox
25	COC(=O)c1sccc1NC(=S)N1CCC(C)CC1	19	-14	5	4	15	0
26	COC(=O)c1cc2sccc2n1CC(=O)Nc1cccc(SC)c1	6	-2	3	-16	15	-4
27	O=C(Nc1nc(OCC(F)(F)F)cnc1/C=C\c1ccccc1)c1ccccc1	9	-2	·	-3	-11	2
28	O=C(N1CCCCCC1)N1CCN(S(=O)(=O)c2cccc([N+](=O)[O-])c2)CC1	8	8	4	-22	-3	7
29	COc1ccc(/C=C(\NC(=O)c2cccs2)C(=O)Nc2ccc(C)cc2)cc1OC	15	16	0	-12	23	19
30	COc1ccc2c(-c3ccc(OCCN4CCOCC4)cc3)c(-c3ccccc3OC)sc2c1	-9	-5	-9	-2	5	-22
31	COc1cc([N+](=O)[O-])c2ncsc2c1	-93	10	-8	-12	15	8
32	CC(C)C[C@H]1CNC(=S)N1C[C@H]1CCCN1C[C@H](Cc1ccc(O)cc1)N1C[C@H](Cc2ccc(O)cc2)N(CC2CCCCCC2)C1=S	101*	16	·	71*	-19	-59*
33	N#CCSc1nc2cc(C(=O)N3CCCC3)ccc2c(=O)n1Cc1ccccc1	26	20	20	20	22	-14
34	c1csc(Cc2nn3c(-c4n[nH]c5c4CCC5)nnc3s2)c1	-17	-36	-5	0	-62	0
35	CC1CCN(Cc2c(O)ccc3c2O/C(=C\c2ccco2)C3=O)CC1	14	-37	-6	-3	6	6
36	CNC(=O)c1[nH]nc2c1CCc1cc(OC)ccc1-2	-123	-46	-50	-16	-245	6

entry	C8 TRAIL sens	NR2E3 ag-1	Shn3 3UTR inh	NR2E3 ag-2	TWEAK-Fn14 inh
25	-3	-1	3	0	9
26	-24	-6	5	3	5
27	2	-19	15	·	-28
28	-10	4	1	6	4
29	12	-15	-2	2	6
30	-7	6	2	·	9
31	-16	19	-2	1	-3
32	-3	19	5	·	60*
33	23	18	12	2	9
34	-2	-15	12	2	-33
35	8	8	-20	-1	-10
36	17	-33	-19	-2	-8

One compound at a time (already shown). Screens in order: Peg3 prom inh, TROY signal inh, MITF TRPM1 inh, CF NFkB block, HIF-2a inh, KKLEB cytotox, C8 TRAIL sens, NR2E3 ag-1, Shn3 3UTR inh, NR2E3 ag-2, TWEAK-Fn14 inh
O=C(Nc1ccc2c(c1)OCCO2)C(c1ccnc2ccccc12)N1CCN(c2ccc(C(F)(F)F)cn2)CC1 (stereo unspecified) is listed as 26, 69*, ·, -8, 33, 16, 10, 58, 22, ·, 89*
CCC(C)n1cnc2c(c1=O)c1nc3ccccc3nc1n2Cc1ccc(OC)cc1 (stereo unspecified) is listed as 21, -9, -11, 10, 11, -8, 1, -16, 15, 0, 13
COc1cc(-c2coc3c(C(=O)NC4CCCCC4)cccc23)ccc1O is listed as -4, 22, ·, -19, -58, -23, 11, 12, 8, ·, 24

Other structures.
entry	molecule	Peg3 prom inh	TROY signal inh	MITF TRPM1 inh	CF NFkB block	HIF-2a inh	KKLEB cytotox
37	Cc1cc(Nc2ccc(Cl)cc2)nc(N2CCOCC2)n1	-61	8	-26	30	-80	-7
38	O=C(Nc1cccc(-c2cscn2)c1)C1CCN(Cc2ccc(CO)o2)CC1	5	-6	13	-20	13	0
39	O=C(c1ccc(F)cc1)N1CCCN(c2nc(-c3ccccc3)ns2)CC1	-6	-14	-27	16	-17	0
40	COc1ccc(NS(=O)(=O)c2cc3c(cc2C)NC(=O)CO3)c(OC)c1	12	-5	·	13	11	-24
41	CSc1ccc(C(=O)C2CCCN(C(=O)c3ccc(C)nc3)C2)cc1 (stereo unspecified)	1	-7	-2	1	-7	-9
42	Cc1c(Cl)c([N+](=O)[O-])nn1CC(=O)N1CCc2ccccc2C1	5	-5	-7	5	33	10
43	O=C(NCc1ccc(F)cc1)OC1CC2CC1[C@H]1CCCCN1C2=O (stereo partly specified)	·	-5	·	·	4	·
44	CCCCCCC(=O)N1CCC(c2nc3c(nnn3Cc3ccccc3Cl)c(=O)[nH]2)CC1	29	11	1	-2	-4	-10
45	O=C(COc1ccc(F)cc1)NCCN1CCCC1	11	-5	6	12	7	2
46	COc1ccc(CN(C)C2CCN(C)CC2)cc1OC	7	3	-2	-6	10	8
47	CC(C)c1ccc(CC(=O)N2CCC2(C)C(=O)Nc2cnc3ccccc3c2)cc1 (stereo unspecified)	12	32	·	6	15	-8

entry	C8 TRAIL sens	NR2E3 ag-1	Shn3 3UTR inh	NR2E3 ag-2	TWEAK-Fn14 inh
37	-7	24	-36	2	-19
38	-8	-36	10	-3	-25
39	-9	-23	-4	5	0
40	6	-4	8	7	-29
41	-2	10	7	3	-17
42	2	-12	10	2	1
43	-12	-11	·	·	7
44	-1	6	-6	4	-7
45	-2	4	4	-1	11
46	-4	-19	-6	-1	1
47	16	20	10	·	31

These rows are one share of the data (hit frequency here may not be typical).
